Screening results deposited in PubChem by National Center for Advancing Translational Sciences (NCATS).
DRD3 antagonist: D3 dopamine receptor (human) antagonism; P35462; actives 2.5% (n = 360,000); D3R cells, DiscoveRx beta-arrestin luminescence, antagonist mode; hits give low values; max response, negative = inhibition, %; in the data active = max response below about -50%; inconclusive = no clear call, values can overlap the other calls; note: % is set by controls: 0 for no effect and ±100 for the full control effect; mostly tested at two doses, the higher about 12 µM
Target sequence (P35462 whole entry, looked up): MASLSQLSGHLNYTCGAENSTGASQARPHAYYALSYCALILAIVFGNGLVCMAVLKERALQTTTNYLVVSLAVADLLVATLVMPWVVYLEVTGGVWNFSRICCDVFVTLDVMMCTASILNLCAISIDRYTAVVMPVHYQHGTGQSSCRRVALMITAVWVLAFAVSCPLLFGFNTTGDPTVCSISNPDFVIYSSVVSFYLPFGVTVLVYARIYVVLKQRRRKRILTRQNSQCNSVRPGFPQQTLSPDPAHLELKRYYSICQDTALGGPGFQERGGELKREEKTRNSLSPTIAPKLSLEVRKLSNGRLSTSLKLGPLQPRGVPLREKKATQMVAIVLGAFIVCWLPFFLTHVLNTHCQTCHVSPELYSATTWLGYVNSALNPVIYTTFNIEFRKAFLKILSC
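Cells plated overnight at 1500 cells/well, then exposed to library compounds with dopamine controls for 90 minutes at 37 degrees C. DiscoveRx reagent added for 30–60 minutes at room temperature; luminescence read, quantitative HTS format.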
CCT modulator: modulators of cytosolic chaperonin (CCT/TRiC) activity; actives 0.3% (n = 360,000); activity change, % (concentration not given with the values), hits read low; purified chaperonin ATPase assay, HTRF ADP detection, 30 min; AID 651819; in the data active = activity change below about -30%; note: % is set by controls: 0 for no effect and ±100 for the full control effect
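Nucleotide hydrolysis assay: TRiC at 20–40 nM final (set by batch activity) with 10 uM ATP, 30 min at 37 °C, in presence of 76 uM compound. Detection by competitive ADP HTRF, 30 min ambient.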
Akt phos inh: Akt phosphorylation inhibition | actives 0.32% (n = 360,000) | Neuro2A IGF-stimulated pAkt S473 HTRF, 20 min; hits give low values | activity change, % for hits at 50 µM; in the data active = activity change below about -80%; inconclusive = mostly about -51% to -80%; note: % is set by controls: 0 for no effect and ±100 for the full control effect
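Single-point screen (50 µM final compound) in Neuro2A cells stimulated 20 min with 6 nM IGF at 37 deg C. After lysis, Ser473-phosphorylated Akt read by HTRF (ex 330 nm, em 615/665 nm) as the 665/615 ratio.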
MmCpn inh: inhibitors of Methanococcus maripaludis chaperonin (MmCpn) | purified Mm-Cpn ATPase, ADP Transcreener TR-FRET | Potency, µM (doses to about 76.9 µM), without a hit: at the top dose activity, negative = inhibition, actives largely listed as inhibitors | actives 0.031% (n = 330,000) | AID 504842; note: potency is the fitted concentration of half-maximal effect; % is set by controls: 0 for no effect and ±100 for the full control effect; nearly all actives have a fitted effect of over 80% in size
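Reaction buffer contained 30 mM Tris pH 7.4, 100 mM KCl, 5 mM MgCl2 and 1 mM DTT. Mm-CPN (25 nM final) hydrolysed 10 uM ATP over 30 min at 37°C; ADP was read by HTRF.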
EPAC2 antag: EPAC2 (human) antagonism; Potency, µM (top dose mostly 114 µM), inactives show at the highest dose activity, negative = inhibition, actives largely listed as inhibitors; EPAC2 GEF exchange of Rap1B-BODIPY-GDP, fluorescence; Q8WZA2; actives 0.18% (n = 360,000); note: potency is the fitted concentration of half-maximal effect; % is set by controls: 0 for no effect and ±100 for the full control effect; nearly all actives have a fitted effect of over 45% in size; many of its hits are not listed in these tables
DRD3 agonist: agonists of human D3 dopamine receptor; P35462; D3R DiscoveRx beta-arrestin cells, luminescence, 90 min; max activation, %; actives 0.58% (n = 410,000); AID 652048; in the data active = max activation above about 30%; note: 0% is about no effect; mostly tested at two doses, the higher about 12 µM
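Agonist mode: compounds and dopamine controls were applied to plated cells for 90 min at 37 degrees C after an overnight attachment at 1500 cells/well. Luminescent read-out followed 30 - 60 minutes at room temperature with DiscoveRx detection reagent.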
EPAC2 agonist: EPAC2 (human) agonism; Q8WZA2; EPAC2 activation, biochemical qHTS; response scale: 100% = 6.5 mM cAMP response; Potency, µM (top dose mostly 154 µM), for inactives: at the highest dose activation, actives largely listed as activators; actives 0.079% (n = 360,000); note: potency is the fitted concentration of half-maximal effect; nearly all actives have a fitted effect of over 50% in size
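EPAC2 (100 nM) mixed with Rap1B loaded with BODIPY-GDP (250 nM) plus 50 uM unlabeled GDP; compounds pinned in, 5 min RT, then read every 5 min for 30 min (ex 480, em 540 nm). Normalized to cAMP control.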
PTHR1 ag: agonists of human PTHR1 parathyroid hormone receptor | Potency, µM (doses to about 115 µM), inactives show at the top dose activation, usual class: activators | HEK293 GP2 PTHR1 cells, GloSensor cAMP luminescence, 1 h | actives 0.075% (n = 410,000) | AID 743266; note: potency is the fitted concentration of half-maximal effect; nearly all actives have a fitted effect of over 55% in size; some results filed as inactive show a strong effect at the top dose; inactives centre near -15; many of its hits are not listed in these tables
Target sequence (Q03431 whole entry, looked up): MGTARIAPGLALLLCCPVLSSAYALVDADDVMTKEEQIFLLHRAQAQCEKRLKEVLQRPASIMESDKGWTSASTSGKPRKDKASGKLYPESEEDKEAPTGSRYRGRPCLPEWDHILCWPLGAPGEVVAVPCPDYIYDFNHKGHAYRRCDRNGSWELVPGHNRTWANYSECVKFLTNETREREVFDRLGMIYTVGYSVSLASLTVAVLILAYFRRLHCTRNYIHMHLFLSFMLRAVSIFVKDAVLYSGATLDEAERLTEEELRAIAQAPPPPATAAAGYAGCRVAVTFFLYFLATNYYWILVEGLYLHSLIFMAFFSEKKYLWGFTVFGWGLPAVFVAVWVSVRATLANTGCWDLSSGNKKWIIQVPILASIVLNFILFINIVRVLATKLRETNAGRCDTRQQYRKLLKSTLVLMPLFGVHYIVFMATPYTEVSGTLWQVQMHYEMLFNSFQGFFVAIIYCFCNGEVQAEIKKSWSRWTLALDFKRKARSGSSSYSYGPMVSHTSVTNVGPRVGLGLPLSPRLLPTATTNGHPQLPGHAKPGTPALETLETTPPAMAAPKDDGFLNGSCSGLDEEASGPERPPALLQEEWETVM
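HEK-293-derived GP2 cells expressing PTHR1 and a GloSensor cAMP reporter, 3,000/well, plated overnight, given luciferin plus IBMX (each 0.5 mM as added) for 1 h at 37 °C, then compound for 1 h at 37 °C. Luminescence was read after 15 min at room temperature.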
An asterisk follows results filed as active; i = inactive; u = inconclusive; x = not tested or not shown; [ ] = remark or other dose. Unless noted, calls come from the whole dose curve; as a rule, active = well fitted curve in the direction sought with a large enough effect; inconclusive = small, poorly fitted or top-dose-only effect, or another doubt; inactive = no such curve, though single readings can be large; an effect the other way counts as inactive or inconclusive. The list is partial (hit frequency here may not be typical).

Under each structure: DRD3 antagonist	CCT modulator	Akt phos inh	MmCpn inh	EPAC2 antag	DRD3 agonist	EPAC2 agonist	PTHR1 ag
#1 CCCCCCNC(=O)c1c(O)c2ccccc2[nH]c1=O
  -4	-0.7	i	2%	13%	3	-2%	-21%[57.5 µM]
#2 S=c1[nH]nc(Cc2ccccc2)n1Cc1ccco1
  -6	-0.6	i	1%	11%	0	8%	i
#3 Cc1nn(S(=O)(=O)c2ccc(C(C)C)cc2)c(C)c1S(=O)(=O)N1CCOCC1
  12	-1.3	i	0%	8%	1	3%	i
#4 CC12CCC(C(=O)N(NC(=O)c3cccnc3)C1=O)C2(C)C (configuration not stated)
  14	-2.8	i	0%	1%	6	5%	-8%
#5 Cc1cccc(C)c1OCc1cc(C(=O)N2CCC(C3CCCCC3)C2)no1 (configuration not stated)
  -5	-0.7	i	x	-8%	4	-2%	-3%
#6 COc1ccc(Cn2nnnc2C(c2ccccc2Cl)N2CCN(C)CC2)cc1 (configuration not stated)
  0	0.4	i	1%	2%	-21	-4%	i
#7 COc1ccc(Nc2c3c(nc4ccccc24)CCC3)c(OC)c1
  3	1.9	i	2%	-12%	0	12%	i
#8 Cc1ccc(OCCCCN2CCCCC2)c(Br)c1
  -102*	-0.6	i	0%	-2%	-25	12%	u
#9 Cn1nnc(NC(=S)NC(=O)c2ccccc2)n1
  u	1.3	i	1%	12%	2	7%	i
#10 Cc1ccc(S(=O)(=O)NC2CC2)s1
  4	1.2	i	1%	1%	4	10%	i
#11 CCCN1CCN(C(=O)CCCn2c(C)c3cnn(-c4ccccc4)c(=O)c3c2C)CC1
  8	0.7	i	0%	0%	-2	9%	i
#12 O=C(OCCN1CCOCC1)c1cccc(F)c1
  -5	-0.4	i	1%	9%	-11	3%	-17%
#13 COc1cc(/C=N/Nc2ccc(Cl)c(C(=O)O)c2)ccc1OCC(=O)N1C(C)CCCC1C (configuration not stated)
  10	1.5	i	-3%	9%	16	-7%	-9%
#14 FC(F)(F)c1cccc(N2CCN(CC3CC=CCC3)CC2)c1 (configuration not stated)
  -66*	-2.2	i	1%	4%	-17	-2%	i
#15 COc1ccc(Nc2nnc(SCC(=O)Nc3cc(C)on3)s2)cc1
  8	0.6	i	-2%	-5%	6	13%	i
#16 O=C(Nc1ccc(C(O)c2ccccc2)cc1)[C@@H]1O[C@H](CO)[C@@H](O)[C@H]1O (some centres not stated)
  18	-1.2	i	x	-4%	1	3%	-18%
#17 Cc1ccc(/C([O-])=C(/C(=S)Nc2ccc(SC(F)F)cc2)[n+]2ccccc2)cc1[N+](=O)[O-]
  -10	-1.0	i	0%	-2%	-8	15%	-10%
#18 O=C(N/N=C/C=C\c1ccco1)c1cccnc1
  -7	-2.6	i	-2%	-8%	3	9%	i
#19 Cc1ccsc1C(=O)N1CCN(c2ccccn2)CC1
  -5	0.7	i	0%	-4%	1	6%	i
#20 CC(C)(C)c1nc[nH]c(=O)c1Br
  12	-4.6	i	1%	3%	11	1%	-21%
#21 COCCNC(=S)NC(=O)c1ccc(C(C)(C)C)cc1
  3	-1.8	i	-1%	-10%	2	4%	i
#22 O=C(C1=C(O)C(=O)N(Cc2ccco2)C1c1ccccc1F)c1cccs1 (configuration not stated)
  6	-0.7	i	-2%	3%	-6	0%	-24%
#23 CC1CC(C)CN(S(=O)(=O)c2ccc3c(c2)CC(C)N3C(=O)C2CCC2)C1 (configuration not stated)
  -6	-4.5	i	1%	-11%	0	10%	-35%[inhibitor]
#24 Cc1ccc(S(=O)(=O)NCC(=O)OCCOc2ccccc2F)cc1
  -14	-2.2	i	1%	-10%	-1	5%	i
#25 CCOC(=O)c1sc(=S)n(C)c1NC(=O)c1ccc(F)cc1
  58	0.2	i	0%	0%	-1	0%	-41%[inhibitor]
#26 S=c1[nH]nc(-c2ccccc2)n1/N=C/c1cccc(Cl)c1
  -11	1.5	i	1%	-5%	-4	-2%	-11%
#27 CC(Sc1nc2cc([N+](=O)[O-])ccc2n1-c1ccc(F)cc1)C(=O)NCc1ccc2c(c1)OCO2 (configuration not stated)
  u	-2.0	i	-2%	-3%	-13	8%	-20%
#28 COc1ccc(-c2ccc(CN3C(C)C(=O)N(Cc4cn(CCC5OCCCO5)nn4)CCS3(=O)=O)cc2)cc1 (configuration not stated)
  24	0.7	i	x	-14%	-1	0%	-43%
#29 Cc1c(Cc2ccccc2)c(=O)oc2cc(OCC(=O)c3ccccc3)ccc12
  5	-1.3	i	-1%	8%	-1	9%	-24%
#30 CCc1cc(C(=O)Nc2ncccc2O)sc1C
  -13	0.3	i	0%	3%	-1	9%	-32%

A draw from above in order of number of heavy atoms, ascending:
Under each structure: DRD3 antagonist	CCT modulator	Akt phos inh	MmCpn inh	EPAC2 antag	DRD3 agonist	EPAC2 agonist	PTHR1 ag
#10 Cc1ccc(S(=O)(=O)NC2CC2)s1
  4	1.2	i	1%	1%	4	10%	i
#9 Cn1nnc(NC(=S)NC(=O)c2ccccc2)n1
  u	1.3	i	1%	12%	2	7%	i
#21 COCCNC(=S)NC(=O)c1ccc(C(C)(C)C)cc1
  3	-1.8	i	-1%	-10%	2	4%	i
#4 CC12CCC(C(=O)N(NC(=O)c3cccnc3)C1=O)C2(C)C (configuration not stated)
  14	-2.8	i	0%	1%	6	5%	-8%
#24 Cc1ccc(S(=O)(=O)NCC(=O)OCCOc2ccccc2F)cc1
  -14	-2.2	i	1%	-10%	-1	5%	i
#6 COc1ccc(Cn2nnnc2C(c2ccccc2Cl)N2CCN(C)CC2)cc1 (configuration not stated)
  0	0.4	i	1%	2%	-21	-4%	i
#11 CCCN1CCN(C(=O)CCCn2c(C)c3cnn(-c4ccccc4)c(=O)c3c2C)CC1
  8	0.7	i	0%	0%	-2	9%	i
#27 CC(Sc1nc2cc([N+](=O)[O-])ccc2n1-c1ccc(F)cc1)C(=O)NCc1ccc2c(c1)OCO2 (configuration not stated)
  u	-2.0	i	-2%	-3%	-13	8%	-20%

Whole records, quoted from the list. Values in the order: DRD3 antagonist | CCT modulator | Akt phos inh | MmCpn inh | EPAC2 antag | DRD3 agonist | EPAC2 agonist | PTHR1 ag
Shown for Cc1ccc(OCCCCN2CCCCC2)c(Br)c1 : -102* | -0.6 | i | 0% | -2% | -25 | 12% | u
Shown for FC(F)(F)c1cccc(N2CCN(CC3CC=CCC3)CC2)c1 (configuration not stated) : -66* | -2.2 | i | 1% | 4% | -17 | -2% | i

Further compounds.
Under each structure: DRD3 antagonist	CCT modulator	Akt phos inh	MmCpn inh	EPAC2 antag	DRD3 agonist	EPAC2 agonist	PTHR1 ag
#31 Cc1cc(C(=O)Nn2c(C3CCCCC3)nc3ccccc3c2=O)ccc1[N+](=O)[O-]
  17	-3.1	i	2%	-17%	-2	20%	-93%[inhibitor]
#32 C/C(=N\NC(=O)c1cc(Br)ccc1O)c1ccccn1
  4	-2.2	i	1%	-6%	4	-3%	-5%
#33 Cc1ccc(CN(Cc2cccnc2)C(=S)Nc2cc(Cl)ccc2C)cc1
  -10	2.0	i	1%	0%	-8	11%	-8%
#34 Cc1ccc2oc(=O)c(/C=C(\O)c3sc(C)nc3C)nc2c1
  -15	0.3	i	-2%	20%	21	-2%	i
#35 COC(=O)c1sccc1NC(=O)C1CC2CCC1C2 (configuration not stated)
  16	-0.5	i	-4%	-4%	0	-2%	i
#36 Cc1c(NC(=O)OCCNC(=O)COc2ccc(Cl)cc2Cl)sc(=S)n1C
  9	-4.4	i	u	-5%	2	2%	-31%[inhibitor]
#37 Cc1nn(-c2ccccc2)c(C)c1C(=O)OCC(=O)N1c2ccccc2NC(=O)C1(C)C
  14	-1.7	i	-1%	-7%	10	8%	i
#38 COc1ccc(OCCC(=O)OCC(=O)NCc2ccc(F)cc2)cc1
  11	-1.7	i	-1%	4%	3	-5%	i
#39 Cc1ccc(NC(=O)CC2Nc3ccccc3NC2=O)cc1Cl (configuration not stated)
  3	2.7	x	1%	2%	-12	-59%[15.6 µM]	-15%[57.5 µM]
#40 O=C1c2ccccc2C(=O)N1CCCCn1c(=O)oc2ccccc21
  8	1.3	i	0%	-2%	-1	-6%	i
#41 CCS(=O)(=O)N1N=C(c2ccc(NS(C)(=O)=O)cc2)CC1c1ccccc1 (configuration not stated)
  2	0.8	i	-1%	0%	-2	-1%	-13%
#42 O=C(/C=C/c1ccc(Cl)cc1Cl)Nc1cccc(S(=O)(=O)NC2=NCCCCC2)c1
  25	-3.2	i	0%	-8%	-9	-2%	-92%[inhibitor]
#43 CC(=O)Nc1cccc(C(=O)N(CCc2ccccc2)Cc2ccccc2)c1
  -11	-2.5	i	0%	-10%	-9	6%	i
#44 COc1ccccc1CNC(=O)C1(C)CCN1C(=O)C1(c2ccccc2)CC1 (configuration not stated)
  -58*	-1.5	i	x	0%	-3	5%	-21%
#45 Cc1cc(NC(=O)CSc2nc(-c3ccccc3Cl)nc3c2c(=O)n(C)c(=O)n3C)no1
  0	-1.3	i	1%	6%	-14	6%	i
#46 N#Cc1cnn2ccc(-c3cc(N4CCOCC4)ccc3[N+](=O)[O-])nc12
  11	1.8	i	1%	-9%	0	0%	i
#47 CCN(C(=O)COc1ncnc2scc(-c3ccc(F)cc3)c12)C1CCS(=O)(=O)C1 (configuration not stated)
  11	-3.5	i	-1%	0%	-3	-1%	i
#48 CC1(C)CC(NC(=S)NC(=O)c2cc(Br)ccc2Cl)CC(C)(C)N1
  -18	0.2	i	0%	-2%	-4	11%	i
#49 CCc1cc(=O)oc2c(C)c(OCC(=O)NCCCN3CCOCC3)ccc12
  1	-0.6	i	-1%	1%	4	-2%	u
#50 CCN(C(=S)Nc1ccc(Oc2ccccc2)cc1)c1ccccc1
  -2	-1.8	i	3%	5%	4	16%	-23%
#51 Cc1cccc(-n2c(C)cc(C(=O)NC3CCCCC3)c2C)c1
  -10	-6.4	i	2%	-4%	-3	6%	-9%
